# NSD2 HMT inh = NSD2 histone methyltransferase inhibitors, primary screen, biochemical, AlphaScreen, single concentration, set 2. NSD2 peptide methylation, 120 min. inhibition, % at 12.5 µM. AID 743445, 2014. Histone-lysine N-methyltransferase NSD2 (Homo sapiens), O96028. hit rate 0.54% among 310,000; in the data active = inhibition above about 50%
# Target sequence (O96028 whole entry, looked up): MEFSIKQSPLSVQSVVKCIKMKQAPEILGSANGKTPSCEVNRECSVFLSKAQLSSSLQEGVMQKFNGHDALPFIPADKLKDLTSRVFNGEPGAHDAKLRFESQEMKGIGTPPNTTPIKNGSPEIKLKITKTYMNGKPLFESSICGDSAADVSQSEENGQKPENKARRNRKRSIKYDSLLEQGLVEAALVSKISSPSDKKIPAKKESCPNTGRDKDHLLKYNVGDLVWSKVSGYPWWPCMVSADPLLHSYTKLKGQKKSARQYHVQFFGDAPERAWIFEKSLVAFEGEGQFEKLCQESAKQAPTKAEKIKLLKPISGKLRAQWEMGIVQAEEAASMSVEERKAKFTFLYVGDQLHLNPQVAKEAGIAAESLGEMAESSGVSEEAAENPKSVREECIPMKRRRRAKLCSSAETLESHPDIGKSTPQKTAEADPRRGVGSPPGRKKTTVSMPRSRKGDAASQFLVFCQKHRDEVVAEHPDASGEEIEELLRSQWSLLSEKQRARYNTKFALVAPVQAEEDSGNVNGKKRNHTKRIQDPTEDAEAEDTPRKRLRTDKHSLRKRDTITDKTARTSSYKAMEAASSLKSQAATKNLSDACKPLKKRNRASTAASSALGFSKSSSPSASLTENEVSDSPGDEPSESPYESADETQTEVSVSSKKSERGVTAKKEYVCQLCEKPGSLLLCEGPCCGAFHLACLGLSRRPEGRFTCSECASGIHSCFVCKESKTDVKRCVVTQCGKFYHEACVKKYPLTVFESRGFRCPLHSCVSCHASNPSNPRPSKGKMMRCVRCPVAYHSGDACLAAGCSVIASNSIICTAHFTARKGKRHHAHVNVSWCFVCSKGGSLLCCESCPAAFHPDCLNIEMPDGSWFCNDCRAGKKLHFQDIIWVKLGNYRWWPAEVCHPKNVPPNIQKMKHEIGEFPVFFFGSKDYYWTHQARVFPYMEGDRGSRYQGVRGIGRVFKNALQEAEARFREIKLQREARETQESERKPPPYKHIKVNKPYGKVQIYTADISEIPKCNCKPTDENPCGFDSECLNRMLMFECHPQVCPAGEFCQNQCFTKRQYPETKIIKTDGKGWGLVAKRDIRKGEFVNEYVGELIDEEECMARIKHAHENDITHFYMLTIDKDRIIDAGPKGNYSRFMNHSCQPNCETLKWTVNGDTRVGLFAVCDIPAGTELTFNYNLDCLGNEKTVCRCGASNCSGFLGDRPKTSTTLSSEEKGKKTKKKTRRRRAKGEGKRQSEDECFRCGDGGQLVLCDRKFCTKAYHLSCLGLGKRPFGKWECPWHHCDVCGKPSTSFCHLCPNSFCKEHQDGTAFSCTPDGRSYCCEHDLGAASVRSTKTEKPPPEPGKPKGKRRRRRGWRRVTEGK
# RTF Ca sens inh = cardiac RTF calcium sensitivity inhibitors, primary screen, biochemical, IANBD-TnC fluorescence, EC70 calcium | inhibition, % at 7.15 µM | hit rate 0.12% among 340,000 | IANBD-labeled cardiac RTF, Ca2+ fluorescence | AID 493244, 2011 | Troponin I, cardiac muscle (Homo sapiens) + Troponin T, cardiac muscle (Homo sapiens) + …;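 active = inhibition above the mean inhibition of all tested compounds plus 3 SD, cut at about 17% in these data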;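 also: assay run at fixed EC70 calcium of 1.6 mM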
# LANA DNA inh = inhibitors of KSHV C-LANA binding to DNA, primary screen, biochemical, fluorescence polarization, FAM-LBS DNA, MBP-C-LANA, single point; inhibition, % at 9 µM; hit rate 0.078% among 340,000; AID 504423, 2011; Kaposi's sarcoma herpesvirus LANA C-terminal domain (residues 932-1162) DNA binding;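 active = highest replicate inhibition at or above 60% at 9 µM, even if other replicates fall short; inactive = all replicates below 60% inhibition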;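 also: 0% = neutral control wells and 100% = 4 µM acridine orange control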
# PKA-R2B act = activators of PKA-R2B holoenzyme, primary screen, biochemical, fluorescence polarization, Cy5-IP20, human. PKA-R2B holoenzyme dissociation; R2B truncated from residue 108, S112A mutant; 0% DMSO only, 100% 113 µM cGMP. cAMP-dependent protein kinase catalytic subunit beta (Homo sapiens) + cAMP-dependent …. AID 504700, 2011. activation, % at 11.4 µM. hit rate 0.079% among 340,000;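 active = activation above a cutoff set at the mean over all compounds plus 3 SD, cut at about 18% in these data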;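 also: higher means more holoenzyme dissociation and a rise in polarization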
# SR-BI DiI-HDL act = activators of SR-BI mediated DiI-HDL uptake, primary screen, ldlA[mSR-BI] CHO cells, DiI fluorescence; activation, % at 12.5 µM; AID 504775, 2011; hit rate 0.096% among 320,000; 3 h; 100 = double the neutral-control signal;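 active = mean replicate activation of at least 60% and every replicate at or above 60%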;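 also: 0% = median plate neutral-control signal and 100% = twice that signal; values of inactives mirror those of a sister screen read the other way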
#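 system = CHO ldlA[mSR-BI] cells, LDL receptor-null, SR-BI overexpressing | medium = Ham's F12 with 0.5% BSA, HEPES 25 mM, pH 7.4 | probe or stimulus = DiI-HDL 10 µg/mL | compound dosing = single-point compound dose | incubation = compound exposure 3 h, 37 °C | technique = DiI fluorescence, bottom read | read-out = cell-associated DiI fluorescence as measure of HDL uptake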
# Keap1-Nrf2 PPI = Keap1-Nrf2 protein-protein interaction inhibitors, primary screen, biochemical, fluorescence polarization, single point; Keap1 Kelch-Nrf2 peptide fluorescence polarization, 1536-well; inhibition, % at 9.4 µM; hit rate 0.15% among 340,000; AID 504523, 2011; in the data active = inhibition above about 12%;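 also: human Keap1 Kelch domain with fluorescein labeled Nrf2 9mer peptide probe; 0% = neutral control wells and 100% = peptide positive control; higher means more block of Keap1 binding to Nrf2 peptide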
# DAGLB inh = DAGLB lipase inhibitors, primary screen, biochemical, fluorescence, HTS; Diacylglycerol lipase-beta (Homo sapiens), Q8NCG7; HEK293T DAGLB membrane lysate, EnzChek fluorogenic substrate; inhibition, % at 5.17 µM; hit rate 0.059% among 340,000; in the data active = inhibition above about 34%;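 also: 0% = enzyme with vehicle and 100% = wells lacking enzyme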
# PvdQ acylase = P. aeruginosa PvdQ acylase inhibitors, primary screen, biochemical, fluorescence, plate reader and imaging, single point; PvdQ acylase [Pseudomonas aeruginosa LESB58]; purified PvdQ acylase; inhibition, % at 10 µM; hit rate 0.063% among 340,000; AID 488965, 2010; in the data active = inhibition above about 30%, passing the limit was not always enough;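 also: 0% = vehicle neutral wells and 100% = reference inhibitor wells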
# Arr AP2 block = inhibitors of beta-arrestin/AP2 binding, primary screen, biochemical, GPCR trafficking, flow cytometry; beta-arrestin 1 C-terminal peptide binding to AP2 beta2-adaptin appendage (human); hit rate 0.31% among 340,000; FITC-arrestin peptide / GST-AP2 beads; AP2 beta2 appendage carries R879A mutation; AID 504490, 2011; inhibition, % at 10 µM;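 active = inhibition above a set limit, near 3 SD of compounds lacking own fluorescence, cut at about 54% in these data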;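 also: plate controls were DMSO wells for no effect and 5 µM unlabelled arrestin peptide for full effect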
#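 System: GST-AP2 R879A glutathione beads; medium: PBS, Tween 20 0.05%, BSA 0.1%; reagent: fluorescein-tagged arrestin peptide at 50 nM final; schedule: pre-incubation 12 min, peptide binding 1 h, room temperature; detection: flow cytometry, FL1 (488/535 nm); read-out: inhibition as reduced fluorescein signal on beads, percent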
# SR-BI HDL uptake = inhibitors of SR-BI mediated HDL lipid uptake, primary screen, ldlA[mSR-BI] cells, fluorescence, single point; AID 488896, 2010; inhibition, % at 12.5 µM; Scavenger receptor class B member 1 (Mus musculus), Q61009; ldlA[mSR-BI] CHO cells, DiI-HDL uptake fluorescence, 3 h; hit rate 0.96% among 320,000;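 active = mean replicate inhibition of at least 70% and a set share of replicates each scoring 70 or more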;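 also: 0% = median of neutral control wells and 100% = median of positive control wells; values of inactives mirror those of a sister screen read the other way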
# Numbers without * were called inactive; . = not tested or not shown.
# Results follow in this order: NSD2 HMT inh	RTF Ca sens inh	LANA DNA inh	PKA-R2B act	SR-BI DiI-HDL act	Keap1-Nrf2 PPI	DAGLB inh	PvdQ acylase	Arr AP2 block	SR-BI HDL uptake
Cc1ccccc1-c1nc(CN2CCC(C(=O)NCc3ccco3)CC2)c(C)o1
 : .	-8	-0.2	-6	20	-9	-4	-17	0	-20
CCCNc1c(NS(=O)(=O)c2ccc3c(c2)CCCC3)c(=O)oc2ccccc12
 : 2	1	1.0	3	16	2	0	-4	-4	-16
O=C(COC(=O)C1(c2ccccc2)CC1)NNC(=O)c1ccccc1F
 : -1	9	-0.1	-11	4	-5	0	-18	-5	-4
Cc1ccc([C@H]2C(C(=O)O)=CC[C@@H](c3ccc4c(c3)OCO4)N2S(=O)(=O)c2ccc(C)cc2)cc1
 : .	0	-0.9	-6	11	-7	7	-27	7	-11
CC(=O)Nc1cccc(C(=O)OCC(=O)NCc2ccc(F)cc2)c1
 : .	7	0.5	-3	5	-4	1	-4	8	-5
O=C(CSc1nc2ncccc2[nH]1)NCc1ccccc1
 : 0	-11	0.0	-4	31	-4	-3	-8	11	-31
CCOC(=O)N1CCN(C(=S)Nc2ccccc2C(C)C)CC1
 : -5	10	0.7	4	6	2	0	-7	-22	-6
COc1cc2c(cc1OC)C1=C(C#N)CCC(=NC(=O)c3ccco3)N1CC2
 : -3	3	0.1	12	4	-1	2	-8	9	-4
Cc1cc(NC(=NC2CC2)c2ccccc2)n(-c2ccccc2)n1
 : -2	-2	0.3	2	10	-1	1	-9	16	-10
Cc1sc2ncnc(SCC(=O)NC(C)(C)C)c2c1C
 : -3	-11	-1.5	-6	48	-7	0	1	8	-48
Cc1cc(NC(=O)CSc2nnc(C)n2C)no1
 : -3	-5	0.1	-3	8	-1	1	-5	21	-8
O=C(c1ccc(Cn2cc(Cl)cn2)o1)N1CCN(Cc2ccc3c(c2)OCO3)CC1
 : .	-3	-1.0	-22	36	-2	-3	9	-3	-36
CCN1C[C@@H]2[C@@H]3C(=O)N(C)C(=O)[C@@H]3[C@](Cc3ccccc3)(C1=O)N2C(=O)c1ccc(Cl)cc1
 : .	-11	2.0	4	17	5	-1	-13	1	-17
O=C(C1CCC(=O)N(C2CC2)C1)N(CCO)Cc1ccccc1 (configuration not stated)
 : 1	-5	-0.5	9	11	-5	0	-13	-20	-11
O=C1N(Cc2cccnc2)C[C@@H]2C[C@@H](c3cccc(OC4CCCC4)c3)N3CCC[C@@]123
 : -11	3	2.1	-11	-19	0	0	3	40	19
CC(=O)c1ccc(OCC(=O)NC2CCS(=O)(=O)C2)cc1 (configuration not stated)
 : 1	-16	-2.0	-2	-1	1	0	-7	-4	1
O=C(NCCCN1CCOCC1)C(C(=O)NCCCN1CCOCC1)c1ncc(C(F)(F)F)cc1Cl
 : -1	0	2.3	10	17	-1	1	27	-4	-17
Cc1cccc(N2CCN(CC(=O)Nc3ccc(-n4cnnn4)cc3)CC2)c1C
 : -3	-3	0.7	8	28	-2	1	6	-26	-28
CC(C)c1ccc(/C=N/NC(=O)c2nnn(-c3nonc3N)c2CN2CCOCC2)cc1
 : 1	-4	-0.6	0	-17	1	-1	-4	-13	17
COc1ccccc1CNc1cc(-c2ccccc2)ccc1OC
 : 2	6	-1.9	-8	8	3	-11	-7	8	-8
CCOc1ccccc1C1CC(c2ccccc2)Nc2nc(N)nn21 (configuration not stated)
 : .	-5	1.2	-8	-6	-2	4	-3	-6	6
O=C1[C@H](Cc2ccccc2)NCC=CC[C@H](c2ccc(Cl)cc2)N1Cc1ccccc1
 : .	1	0.4	-8	20	-2	-4	-28	1	-20
CCN(CC)S(=O)(=O)c1ccc(N2C(=O)Nc3ccccc3N2O)cc1
 : 21	6	0.5	-17	27	-2	-2	-9	-18	-27
CCCCn1nc(C(=O)N(CCOC)c2c(N)n(CCCC)c(=O)[nH]c2=O)c2ccccc2c1=O
 : 6	-5	-4.4	5	38	-1	3	-13	-3	-38
Cc1cccnc1NC(=O)c1ccc(S(=O)(=O)N2CCCCC2)cc1
 : 0	-9	.	-12	21	.	1	-12	-1	-21
CN1C(=O)C(N=Nc2ccccc2C(=O)O)N(C)C1=S (configuration not stated)
 : -1	0	-3.6	-7	5	-6	7	3	16	-5
O=C(NCCc1c[nH]c2ccccc12)C(=O)NCC1OCCN1S(=O)(=O)c1ccc(Cl)cc1 (configuration not stated)
 : .	8	-1.7	-4	-9	-4	1	-6	7	9
CCOC(=O)CSc1ncc(-c2ccccc2)cn1
 : -3	3	-1.3	-3	7	-4	-10	-6	-1	-7
O=C(CNc1ccc2c(c1)OCO2)N/N=C\c1ccccc1Cl
 : 0	2	2.9	3	-28	4	-2	14	33	28
CC1CCCCN1c1nnc(NC(=O)Cn2c(=O)oc3ccccc32)s1 (configuration not stated)
 : .	-4	-0.7	6	.	0	0	1	21	.
CC(C)OC(=O)c1cc2c(ccn2-c2ccc(F)cc2)n1CC(=O)N1CCN(C(=O)c2ccco2)CC1
 : 3	-2	-1.1	-9	.	3	-1	-6	3	.
Cc1ccc(C)c(NC(=S)Nc2ncccc2C)c1
 : .	-2	0.0	-2	1	-1	-5	-1	11	-1
Cc1ccc(/C=N/NC(=O)c2nnn(-c3nonc3N)c2C)o1
 : 2	-10	0.3	-10	2	-6	-2	-17	6	-2
O=C(NCC1CCCO1)c1cc(-c2ccc(Cl)cc2Cl)on1 (configuration not stated)
 : -1	1	-0.2	-9	1	-5	-2	-11	9	-1
COc1ccc2nc(NC3=NC(c4ccccc4)CC(=O)N3)nc(C)c2c1 (configuration not stated)
 : -2	-7	-0.9	-5	-12	4	0	-13	5	12
C=CCc1ccc(OCCOc2cccc(/C=N/n3cnnc3)c2)c(OC)c1
 : 0	-7	2.4	-4	-56	-5	0	-19	-2	56
CC(=O)N1N=C(c2ccncc2)OC12CCCCCC2
 : -2	-10	0.0	-1	-3	-8	0	-12	0	3
Cc1cccc2sc(N(CCN(C)C)C(=O)C3CCN(S(=O)(=O)c4cccs4)CC3)nc12
 : -1	2	0.4	-5	-9	0	0	-7	7	9
C=CCNC(=O)C1CC1(c1ccccc1)c1ccccc1 (configuration not stated)
 : -1	2	-1.2	-11	3	-2	-1	-3	0	-3
Cc1ccc(C(=O)OCC(=O)NCc2ccccc2)cc1S(=O)(=O)N1CCCCC1
 : -1	-4	-3.0	7	.	0	-3	-14	-5	20
CC(C)(CNC(=O)c1cccc(F)c1)CNC(=O)c1cccc(F)c1
 : 23	0	-0.1	-15	-5	-4	-1	-7	19	5
CCOC(=O)c1ccc(NC(=S)N2CCN(CCO)CC2)cc1
 : 2	-9	-0.1	1	17	-4	-2	-11	-4	-17
O=C(COc1cc(Cl)ccc1Cl)Nc1ccc2[nH]c(=O)[nH]c2c1
 : 4	1	-1.0	-1	11	0	9	-14	6	-11
Cc1ccc(-c2nc(CSCC(=O)NCCCN3CCOCC3)c(C)o2)cc1
 : -3	-2	-1.2	5	-15	-3	3	-14	6	15
O=C(O)c1ccc(CSc2nnc(COc3ccccc3)o2)cc1
 : -4	-9	1.6	0	13	0	2	-2	-19	-13
N#CCOc1ccccc1CNC[C@H]1O[C@@H](n2cnc(C(N)=O)n2)[C@H](O)[C@@H]1O
 : .	-6	0.3	4	17	2	-3	-15	7	-17
CCc1nc(N)c(C#N)c(-c2cccnc2)c1C
 : 11	-4	0.2	-5	5	-2	0	-11	-3	-5
Cc1ccc(S(=O)(=O)N2CCN(Cc3cc(=O)n4ccccc4n3)CC2)cc1C
 : 39	-4	-1.3	-6	20	0	-2	8	-3	-20
Nc1nnc(SCc2ccccc2F)s1
 : 1	3	0.4	-6	15	-2	1	-5	20	-15
Nc1cccc2nc3ccccc3cc12
 : .	12	-0.6	2	11	3	4	-5	-7	-3
COc1cccc(NC(=O)NNC(=O)COc2ccc3ccccc3c2)c1
 : -1	2	-2.8	-2	-13	-6	4	16	3	13
CC(C)(C)C(=O)N1CCN(c2ccc([N+](=O)[O-])c(NCc3cccnc3)c2)CC1
 : -3	0	1.4	-3	-48	1	5	-5	-11	48
CC(C)N(C(=O)COC(=O)c1cccc(N(C)C)c1)c1ccccc1
 : 4	-12	-0.8	-1	-5	1	-1	-15	-6	5
Clc1ccccc1CSc1nnc(Cn2cnc3ccccc32)n1-c1ccccc1
 : 1	-7	1.7	0	14	0	2	-7	13	-14
CCOC(=O)c1cnc(NCc2ccccc2)nc1C
 : 2	-3	0.2	-6	0	2	-4	10	-1	0
Cc1[nH]nc(SCC(=O)N2CCCCCC2)c1[N+](=O)[O-]
 : 19	5	-1.9	-4	-4	3	4	-4	10	4
CCCCN(C(=O)CSCC(=O)Nc1ccc(OC)cc1)c1c(N)n(Cc2ccccc2)c(=O)[nH]c1=O
 : -1	-3	1.0	-1	5	2	1	8	22	-5
O=C(CS(=O)(=O)Cc1ccccc1)Nc1ccc2c(c1)OCO2
 : 2	-1	1.6	0	-6	-4	-4	3	20	6
CC1S/C(=C(\C#N)C(N)=O)N(c2ccc(F)cc2)C1=O (configuration not stated)
 : -4	-16	0.4	-2	21	1	2	-13	2	-21
CC(CN1CCN(C)CC1)OC(=O)c1ccc(F)cc1 (configuration not stated)
 : 4	-1	0.8	0	23	-2	0	14	45	-23
Cc1cc(C(=O)N/N=C/c2cccc([N+](=O)[O-])c2)c2ccccc2n1
 : 3	5	0.8	-9	-15	0	-4	-1	-8	15
Cc1[nH]c2ccccc2c1CN1CCC(Cc2ccccc2)CC1
 : 11	2	-1.1	-2	17	3	-1	4	-10	-17
